CHRM4 PAM: positive allosteric modulators of human muscarinic M4 receptor; activation, % at 3 µM; actives 0.4% (n = 360,000); P08173; CHO-K1 hM4/Gqi5, Fluo-8 calcium fluorescence, ACh EC20; 0% = ACh EC20, 100% = maximal ACh;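 active = activation above its plate's cutoff, the mean activation of sample wells plus 3 SD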; note: some results filed as inactive read as strong as hits
Target sequence (P08173 whole entry, looked up): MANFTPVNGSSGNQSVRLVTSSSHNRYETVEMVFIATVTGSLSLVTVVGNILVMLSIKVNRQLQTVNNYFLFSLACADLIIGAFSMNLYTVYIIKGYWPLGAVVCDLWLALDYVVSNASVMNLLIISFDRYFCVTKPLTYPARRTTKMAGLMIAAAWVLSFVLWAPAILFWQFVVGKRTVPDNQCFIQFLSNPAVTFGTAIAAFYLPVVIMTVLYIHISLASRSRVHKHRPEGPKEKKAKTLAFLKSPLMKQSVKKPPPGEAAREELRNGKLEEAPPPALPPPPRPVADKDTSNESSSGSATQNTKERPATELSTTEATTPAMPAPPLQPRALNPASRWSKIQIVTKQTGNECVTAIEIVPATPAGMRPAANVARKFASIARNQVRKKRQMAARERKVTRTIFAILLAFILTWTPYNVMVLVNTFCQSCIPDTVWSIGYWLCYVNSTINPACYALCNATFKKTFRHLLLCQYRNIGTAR
CHRM1 PAM: potentiates human M1 receptor response to acetylcholine. CHO-K1 hM1, Fluo-8 calcium fluorescence, ACh EC20; 0% = ACh EC20, 100% = maximal ACh. activation, % at 3 µM. actives 0.088% (n = 360,000). AID 588819; in the data active = activation above about 19%, passing the limit was not always enough
CHRM5 PAM: CHRM5 positive allosteric modulation; P08912; CHO-K1 hM5, Fluo-8 calcium, ACh EC20 PAM; 0% = ACh EC20, 100% = ACh EC100; activation, % at 3 µM; actives 0.3% (n = 360,000); AID 624038;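 active = activation above the run cutoff, the mean activation of all test compounds plus 3 SD, cut at about 18% in these data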
Target sequence (P08912 whole entry, looked up): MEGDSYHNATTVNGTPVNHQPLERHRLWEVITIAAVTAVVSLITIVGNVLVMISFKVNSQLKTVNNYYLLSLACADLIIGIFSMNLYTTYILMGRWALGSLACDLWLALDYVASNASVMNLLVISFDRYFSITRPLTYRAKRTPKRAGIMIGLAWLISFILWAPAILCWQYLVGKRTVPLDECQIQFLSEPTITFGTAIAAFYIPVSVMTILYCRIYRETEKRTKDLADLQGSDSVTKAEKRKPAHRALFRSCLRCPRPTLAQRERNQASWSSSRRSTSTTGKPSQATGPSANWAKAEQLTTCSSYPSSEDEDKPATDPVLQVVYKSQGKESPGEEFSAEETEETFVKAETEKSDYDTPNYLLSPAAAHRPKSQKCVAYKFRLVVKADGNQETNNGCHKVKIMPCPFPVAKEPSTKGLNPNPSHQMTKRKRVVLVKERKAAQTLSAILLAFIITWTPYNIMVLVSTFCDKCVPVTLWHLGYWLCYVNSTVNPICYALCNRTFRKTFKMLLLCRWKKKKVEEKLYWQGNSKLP
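Probe or stimulus: acetylcholine, EC20 level; Assay system: human M5 receptor in CHO-K1 cells; Schedule: compound preincubation 140 s before EC20 acetylcholine addition; Technique: intracellular calcium via Fluo-8 fluorescence; Dosing: single-point, 3 µM nominal; Read-out basis: percent activation from peak-over-basal fluorescence ratio, scaled EC20-to-EC100 acetylcholine; Repeats: one well per compound, no replicates.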
CRFBP-R2 agonist: CRF-BP/CRF-R2 complex agonism. HEK293 CRF-R2/CRF-BP, calcium dye fluorescence (FLIPR); percent of saturating CRF peptide response. activation, % at 13.2 µM. actives 0.46% (n = 350,000). AID 588473;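 active = activation of at least 50%, plus an integration ratio under a set limit after plate pattern correction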;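 note: plate controls were neutral control wells without compound for no effect and CRF at EC100 for full effect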
M5 ag: CHRM5 agonism in calcium assay | CHO-K1 hM5 cells, Fluo-8 calcium fluorescence; 0% DMSO wells, 100% maximal acetylcholine response | activation, % at 3 µM | actives 0.19% (n = 360,000) | AID 624037;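 active = activation above the run's mean over test compounds plus 3 SD, cut at about 23% in these data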;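 note: signal is peak over basal fluorescence ratio across the kinetic read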
CRFBP-R2 block: CRF-BP/CRF-R2 complex antagonism | actives 0.59% (n = 350,000) | inhibition, % at 11.8 µM | HEK293 CRF-R2/CRF-BP, CRF-induced calcium fluorescence;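 active = inhibition of the ligand-induced calcium signal above about 50% at the single tested concentration, limit read from the data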
CHRM4 antagonist: antagonists of human muscarinic M4 receptor (CHRM4) | CHO-hM4 cells, ACh EC80, Fluo-8 calcium fluorescence | inhibition, % at 3 µM | actives 0.73% (n = 360,000);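 active = inhibition above its plate's cutoff, the mean inhibition of sample wells plus 3 SD, cut at about 27% in these data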;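 note: 0% = acetylcholine EC80 with DMSO and 100% = DMSO without agonist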
CHRM5 antagonist: CHRM5 antagonism in calcium assay. actives 0.59% (n = 360,000). inhibition, % at 3 µM. CHO-hM5 cells, Fluo-8 calcium fluorescence, ACh EC80. P08912;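 active = inhibition above a per-plate cutoff, the mean of that plate's test compounds plus 3 SD, cut at about 27% in these data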;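 note: 0% = acetylcholine EC80 with DMSO and 100% = DMSO without agonist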
M4 ag: CHRM4 agonism in calcium assay; P08173; CHO-K1 hM4/Gqi5, Fluo-8 calcium fluorescence; vehicle 0%, full acetylcholine response 100%; activation, % at 3 µM; actives 0.14% (n = 360,000); AID 624127;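 active = activation above the run mean over all test wells plus 3 SD, cut at about 32% in these data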;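 note: peak over basal fluorescence ratio per well then scaled between controls; 0% = DMSO wells and 100% = acetylcholine at EC100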
* = called active by the depositor. Rows were taken by chance; 2.6% or so of the library scored in one or more.

How did Cc1sc2ncn(CCC(=O)O)c(=O)c2c1C do in these assays?
CHRM4 PAM: -3; CHRM1 PAM: 4; CHRM5 PAM: 0; CRFBP-R2 agonist: 0.1; M5 ag: -2; CRFBP-R2 block: 16; CHRM4 antagonist: -2; CHRM5 antagonist: 1; M4 ag: 1

How did O=C(O)CCC(=O)NNc1ncnc2ccccc12 do in these assays?
CHRM4 PAM: -4; CHRM1 PAM: 4; CHRM5 PAM: -10; CRFBP-R2 agonist: -0.8; M5 ag: -2; CRFBP-R2 block: -7; CHRM4 antagonist: 4; CHRM5 antagonist: 4; M4 ag: 1

Results for CCC1=NN(C(=O)Cc2ccc([N+](=O)[O-])cc2)C(O)(C(F)(F)F)C1 (configuration not stated) ?
CHRM4 PAM: 1; CHRM1 PAM: 16; CHRM5 PAM: 11; CRFBP-R2 agonist: 8.6; M5 ag: -3; CRFBP-R2 block: -13; CHRM4 antagonist: -4; CHRM5 antagonist: -3; M4 ag: 4

Results for COc1cc(-c2c(-c3ccc4c(c3)OCO4)noc2-c2ccsc2)ccc1F ?
CHRM4 PAM: 4; CHRM1 PAM: 7; CHRM5 PAM: 3; CRFBP-R2 agonist: 4.0; M5 ag: 3; CRFBP-R2 block: 3; CHRM4 antagonist: 3; CHRM5 antagonist: -7; M4 ag: 3

How did COc1ccccc1-c1nc(C#N)c(N2CCC(C(N)=O)CC2)o1 do in these assays?
CHRM4 PAM: 2; CHRM1 PAM: 2; CHRM5 PAM: 1; CRFBP-R2 agonist: 0.0; M5 ag: -3; CRFBP-R2 block: -11; CHRM4 antagonist: 12; CHRM5 antagonist: -3; M4 ag: 0

Results for Cc1ccc(N(CCC#N)C(=O)COC(=O)c2cc(C)oc2C)cc1 ?
CHRM4 PAM: 5; CHRM1 PAM: 11; CHRM5 PAM: -4; CRFBP-R2 agonist: -0.8; M5 ag: 0; CRFBP-R2 block: -12; CHRM4 antagonist: -8; CHRM5 antagonist: 10; M4 ag: 2

How did O=C(Nc1nc(-c2ccc3c(c2)OCO3)cs1)C1CC1 do in these assays?
CHRM4 PAM: -4; CHRM1 PAM: 10; CHRM5 PAM: -3; CRFBP-R2 agonist: 0.7; M5 ag: 2; CRFBP-R2 block: 16; CHRM4 antagonist: 3; CHRM5 antagonist: 1; M4 ag: 3

How did O=C(CC1SC(=Nc2ccccc2)N(Cc2ccccn2)C1=O)Nc1ccc(Br)cc1 (configuration not stated) do in these assays?
CHRM4 PAM: -3; CHRM1 PAM: 6; CHRM5 PAM: -1; CRFBP-R2 agonist: 2.5; M5 ag: -1; CRFBP-R2 block: -47; CHRM4 antagonist: 1; CHRM5 antagonist: 3; M4 ag: 4

What do the screens show for `CCCS(=O)(=O)N1CCN(C(=O)c2ccc(-c3ccccc3)cc2)CC1`?
CHRM4 PAM: -1; CHRM1 PAM: 0; CHRM5 PAM: -13; CRFBP-R2 agonist: -1.0; M5 ag: -9; CRFBP-R2 block: 2; CHRM4 antagonist: 1; CHRM5 antagonist: 1; M4 ag: 3

Results for Cc1cccc(N(C(=O)c2csnn2)C(C(=O)NCc2ccccc2)c2ccc(C)o2)c1 (configuration not stated) ?
CHRM4 PAM: -3; CHRM1 PAM: 7; CHRM5 PAM: 4; CRFBP-R2 agonist: -0.4; M5 ag: 0; CRFBP-R2 block: -5; CHRM4 antagonist: 12; CHRM5 antagonist: 0; M4 ag: 2

How did COc1cc(NC(=S)NCC2CCCO2)c(OC)cc1Cl (configuration not stated) do in these assays?
CHRM4 PAM: 0; CHRM1 PAM: -7; CHRM5 PAM: -3; CRFBP-R2 agonist: -0.3; M5 ag: -1; CRFBP-R2 block: 2; CHRM4 antagonist: -1; CHRM5 antagonist: 1; M4 ag: 1

Results for COc1ccc(OC)c(C2CC(c3ccc(NS(C)(=O)=O)cc3)=NN2C(=O)c2ccccc2)c1 (configuration not stated) ?
CHRM4 PAM: -2; CHRM1 PAM: 7; CHRM5 PAM: -6; CRFBP-R2 agonist: -0.6; M5 ag: -4; CRFBP-R2 block: -11; CHRM4 antagonist: -13; CHRM5 antagonist: 5; M4 ag: 1

How did CC(=O)Nc1ccc(S(=O)(=O)NCC(=O)OCC(=O)N2CCN(c3ccccc3)CC2)cc1 do in these assays?
CHRM4 PAM: -1; CHRM1 PAM: 0; CHRM5 PAM: 0; CRFBP-R2 agonist: -2.2; M5 ag: -1; CRFBP-R2 block: -2; CHRM4 antagonist: -5; CHRM5 antagonist: -3; M4 ag: 1

How did COc1ccc(S(=O)(=O)N2CCNC(=O)C2)cc1Br do in these assays?
CHRM4 PAM: 12; CHRM1 PAM: 6; CHRM5 PAM: 9; CRFBP-R2 agonist: -1.2; M5 ag: 2; CRFBP-R2 block: -8; CHRM4 antagonist: -6; CHRM5 antagonist: -12; M4 ag: 2

How did COc1cc(OC)cc(C(=O)OC/C(O)=C(\C#N)c2nc3ccccc3[nH]2)c1 do in these assays?
CHRM4 PAM: 6; CHRM1 PAM: 13; CHRM5 PAM: -4; CRFBP-R2 agonist: -2.0; M5 ag: -2; CRFBP-R2 block: -11; CHRM4 antagonist: -1; CHRM5 antagonist: 15; M4 ag: 1

Results for COc1ccccc1CNC(=O)c1cc2ccccc2oc1=O ?
CHRM4 PAM: -2; CHRM1 PAM: 12; CHRM5 PAM: 6; CRFBP-R2 agonist: -2.1; M5 ag: 0; CRFBP-R2 block: -2; CHRM4 antagonist: 6; CHRM5 antagonist: 2; M4 ag: 1

What do the screens show for `O=C(NC1(C(F)(F)F)N=C(c2ccccc2)NC1=O)c1ccccc1F` (configuration not stated)?
CHRM4 PAM: 8; CHRM1 PAM: 2; CHRM5 PAM: 1; CRFBP-R2 agonist: -3.0; M5 ag: -2; CRFBP-R2 block: 22; CHRM4 antagonist: -1; CHRM5 antagonist: -9; M4 ag: 1

Results for CC(=O)NCCNc1nc2cc(-c3ccc4c(ccn4C)c3)sc2c(=O)n1C ?
CHRM4 PAM: 0; CHRM1 PAM: 15; CHRM5 PAM: 0; M5 ag: 2; CHRM4 antagonist: -7; CHRM5 antagonist: -4; M4 ag: 1

How did Cc1noc(NS(=O)(=O)c2ccc(NC(=O)COc3ccccc3)cc2)c1C do in these assays?
CHRM4 PAM: 15; CHRM1 PAM: 7; CHRM5 PAM: -2; CRFBP-R2 agonist: -2.0; M5 ag: 0; CRFBP-R2 block: 1; CHRM4 antagonist: -8; CHRM5 antagonist: 5; M4 ag: 0

How did CCC(=O)Nc1ccc(NC(=O)CCc2ccccc2)cn1 do in these assays?
CHRM4 PAM: -3; CHRM1 PAM: 12; CHRM5 PAM: 4; CRFBP-R2 agonist: -0.5; M5 ag: 2; CRFBP-R2 block: 11; CHRM4 antagonist: 14; CHRM5 antagonist: -3; M4 ag: 1

Reprinted from the part before: two entries, then new ones.
How did Cc1noc(NS(=O)(=O)c2ccc(NC(=O)COc3ccccc3)cc2)c1C do in these assays?
CHRM4 PAM: 15; CHRM1 PAM: 7; CHRM5 PAM: -2; CRFBP-R2 agonist: -2.0; M5 ag: 0; CRFBP-R2 block: 1; CHRM4 antagonist: -8; CHRM5 antagonist: 5; M4 ag: 0

How did CCC(=O)Nc1ccc(NC(=O)CCc2ccccc2)cn1 do in these assays?
CHRM4 PAM: -3; CHRM1 PAM: 12; CHRM5 PAM: 4; CRFBP-R2 agonist: -0.5; M5 ag: 2; CRFBP-R2 block: 11; CHRM4 antagonist: 14; CHRM5 antagonist: -3; M4 ag: 1

Results for COc1cccc(/C=N/NC(=O)CC(C)O)c1OC/C=C/c1ccccc1 (configuration not stated) ?
CHRM4 PAM: -1; CHRM1 PAM: 4; CHRM5 PAM: 2; CRFBP-R2 agonist: -0.1; M5 ag: 0; CRFBP-R2 block: 2; CHRM4 antagonist: -13; CHRM5 antagonist: -3; M4 ag: 4

Results for CC(NC(=O)Cn1cnnn1)C12CC3CC(CC(C3)C1)C2 (configuration not stated) ?
CHRM4 PAM: 2; CHRM1 PAM: 6; CHRM5 PAM: 5; CRFBP-R2 agonist: -0.4; M5 ag: -5; CRFBP-R2 block: -2; CHRM4 antagonist: -6; CHRM5 antagonist: -7; M4 ag: 1

How did CCOc1cc(N2CCOCC2)c(OCC)cc1NC(=O)CSc1ncccn1 do in these assays?
CHRM4 PAM: -8; CHRM1 PAM: 0; CHRM5 PAM: -10; CRFBP-R2 agonist: -1.0; M5 ag: -4; CRFBP-R2 block: 13; CHRM4 antagonist: 12; CHRM5 antagonist: 5; M4 ag: 2

Results for CCOC(=O)N1CCN(C(=O)C[C@@H]2C[C@@]3(C(=O)OCC)CCCC=C3N(CCC3=CCCCC3)C2=O)CC1 ?
CHRM4 PAM: 5; CHRM5 PAM: 1; M5 ag: 2; CHRM4 antagonist: -11; CHRM5 antagonist: -7; M4 ag: 0

What do the screens show for `C#CCOCCOCCOCCNc1nc(N2CCN(C(=O)Cn3cc(CC(C)O)nn3)CC2)nc(N2CCN(C(=O)[C@H](C)n3cc(CCC(=O)O)nn3)CC2)n1` (some centres not stated)?
CHRM4 PAM: -1; CHRM1 PAM: 7; CHRM5 PAM: 1; CRFBP-R2 agonist: -0.4; M5 ag: 1; CRFBP-R2 block: 13; CHRM4 antagonist: 4; CHRM5 antagonist: 10; M4 ag: 0

Results for Cc1c(CN2CCc3c([nH]c4ccccc34)C2CC(C)C)cnn1C (configuration not stated) ?
CHRM4 PAM: 10; CHRM1 PAM: 9; CHRM5 PAM: 7; CRFBP-R2 agonist: -0.2; M5 ag: -1; CRFBP-R2 block: 4; CHRM4 antagonist: 4; CHRM5 antagonist: 5; M4 ag: 0

How did COc1cccc(-n2nnc3c(=O)n(Cc4ccc(F)cc4)cnc32)c1 do in these assays?
CHRM4 PAM: 0; CHRM1 PAM: 8; CHRM5 PAM: 12; CRFBP-R2 agonist: 1.4; M5 ag: -2; CRFBP-R2 block: 25; CHRM4 antagonist: -16; CHRM5 antagonist: -15; M4 ag: 0

How did CC1CCN(CCc2nc3cc(NS(=O)(=O)c4ccccc4)ccc3n2C)CC1 do in these assays?
CHRM4 PAM: -4; CHRM1 PAM: -9; CHRM5 PAM: -19; CRFBP-R2 agonist: -0.4; M5 ag: -12; CRFBP-R2 block: -1; CHRM4 antagonist: -1; CHRM5 antagonist: -3; M4 ag: 3

What do the screens show for `COc1ccccc1N1CCN(C(=O)c2cc(-c3ccc(Cl)cc3)on2)CC1`?
CHRM4 PAM: 4; CHRM1 PAM: 5; CHRM5 PAM: 4; CRFBP-R2 agonist: 4.5; M5 ag: -4; CRFBP-R2 block: -61; CHRM4 antagonist: -14; CHRM5 antagonist: -8; M4 ag: 1

How did CCCCN(C=O)c1c(CC)nc2ccc(C(=O)NCCN(C)C)cn12 do in these assays?
CHRM4 PAM: 2; CHRM1 PAM: 6; CHRM5 PAM: 0; M5 ag: 0; CHRM4 antagonist: -12; CHRM5 antagonist: -2; M4 ag: 1

What do the screens show for `CCCN1CNC(=S)N(c2ccccc2OCC)C1`?
CHRM4 PAM: 8; CHRM1 PAM: 0; CHRM5 PAM: 2; CRFBP-R2 agonist: 0.4; M5 ag: -1; CRFBP-R2 block: -8; CHRM4 antagonist: 0; CHRM5 antagonist: 1; M4 ag: 1

How did CCN(CC)C(=O)C1=C(C)N(CCCOC)C(=O)C(CC(=O)NCc2cccc3ccccc23)C1 (configuration not stated) do in these assays?
CHRM4 PAM: 3; CHRM1 PAM: -5; CHRM5 PAM: -4; CRFBP-R2 agonist: -0.7; M5 ag: 1; CRFBP-R2 block: -8; CHRM4 antagonist: -18; CHRM5 antagonist: 13; M4 ag: 1

Screens deposited in PubChem BioAssay by several laboratories.
